Bioassay records: PubChem, National Center for Advancing Translational Sciences (NCATS)
Tb PFK block = blocks T. brucei phosphofructokinase. O15648. T. brucei PFK, ADP-Glo luminescence. Potency, µM (highest dose often 57.5 µM), without a hit: top-dose activity, negative = inhibition, actives largely listed as inhibitors. 330,000 tested, 0.17% active. AID 485367;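 further: potency means the concentration at half of the fitted maximal effect; 0% = uninhibited 1x PFK enzyme wells and -100% = no-enzyme wells; nearly all actives have a fitted effect of over 60% in size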
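Activity is normalized to no-enzyme wells (full inhibition) and 1.25 nM enzyme wells (no inhibition). Reaction: 0.5 mM F6P, 0.1 mM ATP, 45 min RT, ADP-Glo luminescence; concentration-response curves fitted and classed by quality.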
S-ASM inh = inhibitors of human secretory acid sphingomyelinase; P17405; placental ASM, HMU-PC fluorogenic substrate, 60 min; Potency, µM (titrated, usually from 57.5 µM), without a hit: at the top dose activity change, negative = inhibition, actives largely listed as inhibitors; 340,000 tested, 0.006% active; further: potency means the concentration at half of the fitted maximal effect
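Human placenta-derived ASM preincubated with compound 10 min at room temperature, then reacted with 9 uM (final) fluorogenic HMU-PC substrate for 60 min at 37 C. Stop solution raises pH to 10; fluorescence read at Ex 386/Em 447 nm.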
AT treatment = candidate therapy for ataxia-telangiectasia; […] A-T fibroblasts, KAP-1 phosphorylation AlphaLISA; neocarzinostatin DNA damage 30 min before lysis; Potency, µM (doses to about 57.5 µM), inactives show at the top dose activation, usual class: activators; 320,000 tested, 0.19% active; further: potency means the concentration at half of the fitted maximal effect; % of control where 0% means no effect; nearly all actives have a fitted effect of over 45% in size
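ATM-like activity read as KAP-1 phosphorylation via AlphaLISA donor/acceptor antibody pairs after lysis and 6 hr at 25C. Cells were ATM-null patient fibroblasts ([…], hTERT), dosed 60 min, then exposed to the DSB inducer NCS for 30 min.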
ELG1 repair inh = blocks ELG1-dependent DNA repair in HEK293T cells; HEK293T ELG1-luciferase reporter, luminescence, 16 h; DNA damage induced by 5-fluorouridine; Potency, µM (series often up to 46.1 µM), for the others: top-dose activity change, negative = inhibition, actives largely listed as inhibitors; 330,000 tested, 2.3% active; further: potency means the concentration at half of the fitted maximal effect; on the % scale 0 is the no-effect control and ±100 the full control effect; nearly all actives have a fitted effect of over 55% in size
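In this reporter screen, reduction of luminescence relative to DMSO vehicle indicated activity. Compounds and 5-fluorouridine were added together to 2,000 cells per well, incubated for 16 hr at 37 °C, then developed with ONE-Glo.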
TSHR antagonist = antagonists of human thyroid stimulating hormone receptor | 330,000 tested, 0.2% active | TSHR-expressing cells, TSH-stimulated cAMP HTRF, 2 h; active compounds read low | activity change, negative = inhibition, % at 11.5 µM;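 active means activity change below a set negative limit, meaning inhibition stronger than a set level, cut at about -70% in these data; inconclusive means activity change between two set negative limits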; further: on the % scale 0 is the no-effect control and ±100 the full control effect
Target sequence (P16473 whole entry, looked up): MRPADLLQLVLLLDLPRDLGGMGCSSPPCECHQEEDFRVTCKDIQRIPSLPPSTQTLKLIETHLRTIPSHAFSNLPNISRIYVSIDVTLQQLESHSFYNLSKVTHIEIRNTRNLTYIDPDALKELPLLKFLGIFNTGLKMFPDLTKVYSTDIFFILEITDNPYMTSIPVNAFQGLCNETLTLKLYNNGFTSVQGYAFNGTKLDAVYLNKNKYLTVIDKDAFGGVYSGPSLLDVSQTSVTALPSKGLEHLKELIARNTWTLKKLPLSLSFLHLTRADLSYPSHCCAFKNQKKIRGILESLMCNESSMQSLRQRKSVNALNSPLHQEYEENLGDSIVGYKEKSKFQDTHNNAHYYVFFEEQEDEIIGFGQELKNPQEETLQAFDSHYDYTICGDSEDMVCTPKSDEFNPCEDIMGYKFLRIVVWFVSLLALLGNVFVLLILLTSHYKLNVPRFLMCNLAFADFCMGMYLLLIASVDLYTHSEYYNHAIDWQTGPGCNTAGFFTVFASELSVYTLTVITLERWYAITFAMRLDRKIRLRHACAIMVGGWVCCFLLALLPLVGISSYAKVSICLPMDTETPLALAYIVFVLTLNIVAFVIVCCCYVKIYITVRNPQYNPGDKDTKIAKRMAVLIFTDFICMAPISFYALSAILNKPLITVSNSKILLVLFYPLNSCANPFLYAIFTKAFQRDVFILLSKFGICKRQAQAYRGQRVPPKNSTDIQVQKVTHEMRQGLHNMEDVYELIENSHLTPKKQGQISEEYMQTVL
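TSHR-expressing cells were treated with compounds, then stimulated with TSH at EC80 (4nM final) for 2 hours at 37 deg C. Cellular cAMP was measured by HTRF competition between lysate cAMP and cAMP-d2 for a cryptate-labelled anti-cAMP antibody.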
BCR signal inh = blocks chronic active B-cell receptor signaling; 340,000 tested, 0.05% active; ABC-DLBCL IkBa-CBG/CBR reporter, luminescence ratio, 4 h; AID 493014; Potency, µM (highest dose often 46.1 µM), inactives show at the highest dose ratio change, negative = lower green/red ratio, actives largely listed as inhibitors; active means well fitted inhibition curve with a large enough effect in the signal ratio, with a control signal flat, not every such curve was filed as active; inconclusive means small, poorly fitted or top-dose-only effect, or effect the other way, or a change in a side signal; the % refers to the signal ratio;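 further: potency means the concentration at half of the fitted maximal effect; plate controls were basal doxycycline-induced cells for no effect and cells given 10 µM MG132 for full effect; MG132 reads +100%, hits lower the ratio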
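TMD8 human ABC-DLBCL cells with doxycycline-inducible IκBα–green luciferase fusion and unfused red luciferase, in 0.5% FBS medium; compounds up to 46 uM, 4 h at 37C. Green/red luminescence ratio, filter-overlap corrected, fitted to concentration-response curves.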
Eya2 phos inh = Eya2 (human) phosphatase inhibition; O00167; recombinant Eya2, OMFP fluorescence dephosphorylation (OMFP is methylfluorescein phosphate); Potency, µM (doses to about 76.9 µM), without a hit: at the top dose activity, negative = inhibition, most hits filed as inhibitors; 330,000 tested, 0.006% active; AID 488837; further: potency means the concentration at half of the fitted maximal effect; on the % scale 0 is the no-effect control and ±100 the full control effect
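Eya2 (0.2 uM) preincubated 10 min at ambient with compound, then OMFP substrate added at 50 uM; 10 min reaction in 50 mM HEPES pH 7.5, 50 mM NaCl, 5 uM MgCl2, 0.05% BSA, 1 mM DTT. Fluorescence read at Ex 485/Em 525 nm.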
Mito fusion yeast = mitochondrial division inhibition or fusion activation. S. cerevisiae fusion-defective mutant growth rescue, CellTiterGlo 48 h. Potency, µM (titrated, usually from 46.1 µM), for inactives: top-dose growth rescue (activation), hits mostly activators. 320,000 tested, 0.23% active. AID 485298;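 further: potency means the concentration at half of the fitted maximal effect; % of control where 0% means no effect; nearly all actives have a fitted effect of over 45% in size; temperature-sensitive fusion mutants such as fzo1-1 at 37 °C on non-fermentable ethanol glycerol medium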
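Growth-rescue viability read-out: after 48 h at the non-permissive 37C in glycerol/ethanol YPEG, yeast mitochondrial fusion mutants are measured by CellTiterGlo luminescence; compounds (23 nl pinned per well) restoring growth score as division inhibitors or fusion activators.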
TCR activator = activators of T cell receptors | 330,000 tested, under 10 active | Potency, µM (top dose mostly 9.22 µM), for inactives: at the highest dose activation of IL-2 secretion, actives largely listed as activators | primary human leukocytes, anti-CD3, IL-2 HTRF, 48 h | AID 504894; further: % of control where 0% means no effect
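TCR engagement came from a-CD3 beads alone, with compounds added to primary human leukocytes for 48 hr. Secreted IL-2 bridged europium cryptate- and d2-labelled anti-IL-2 antibodies, giving FRET emission at 665nm after 320nm excitation.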
PTAP TSG101 blk = blocks PTAP/TSG101 interaction to inhibit HIV-1 budding. AID 493005. Fluorescence polarization, FITC-PTAP peptide / Tsg101 binding. Potency, µM (titrated, usually from 115 µM), without a hit: at the highest dose activity change, negative = inhibition, actives largely listed as inhibitors. 340,000 tested, under 10 active; active means well fitted inhibition curve with a large enough effect in the main read-out, with a control signal flat, not every such curve was filed as active; inconclusive means small, poorly fitted or top-dose-only effect, or effect the other way, or a change in a side signal; inactive means no such curve, though single readings can be large or run the other way; further: potency means the concentration at half of the fitted maximal effect; % of control where 0% means no effect
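Fluorescence polarization binding of Tsg101 binding domain (10 uM final) to FITC-labeled PTAP peptide (50 nM final) in HEPES pH 7.5 buffer with NaCl, Tween 20, EDTA, TCEP. Compounds added before peptide; binding 20 min at RT.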
a7 integrin act = integrin-mediated muscular dystrophy alleviation activation; alpha7betagal myoblasts, beta-gal FDG fluorescence, 48 h; Potency, µM (doses to about 38.3 µM), without a hit: top-dose activation, usual class: activators; 350,000 tested, 0.064% active; AID 624291;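 further: potency means the concentration at half of the fitted maximal effect; 100% = response of the positive control SU9516; nearly all actives have a fitted effect of over 60% in size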
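Alpha7betagal+/- myoblasts (passage 13) were plated 16-24 hr, then exposed to compounds (1:260 dilution of DMSO stock) for 48 hours at 37C. After MPER lysis, β-galactosidase reporter activity was read as FDG fluorescence (ex 480/em 540) after 30 minutes.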
Numbers without * were called inactive; ? = inconclusive; . = not tested or not shown; & = joins results of further samples; [ ] = dose if it differs, or a comment. Unless noted, the call rests on the fitted dose curve; in most records, active means well fitted curve in the direction sought with a large enough effect; inconclusive means small, poorly fitted or top-dose-only effect, or another doubt; inactive means no such curve, though single readings can be large; an effect the other way counts as inactive or inconclusive.

SMILES | Tb PFK block | S-ASM inh | AT treatment | ELG1 repair inh | TSHR antagonist | BCR signal inh | Eya2 phos inh | Mito fusion yeast | TCR activator | PTAP TSG101 blk | a7 integrin act
N#C/C(=C\Nc1ccc(F)c(Cl)c1)S(=O)(=O)c1ccccn1 | -22% | 3% | 0% | 3% | 2 | -10% | 8% | 1% | 12% | -5% | 11%
C#CCOCCOCCOCCNc1nc(N2CCN(C(=O)[C@H]([C@@H](C)O)n3cc(CCCCN)nn3)CC2)nc(N2CCN(C(=O)[C@H](CCCCN)n3cc(CCC(=O)O)nn3)CC2)n1 | -2% | 5% | 14% | ? | 12 | 0% | -37% | 2% | 5% | 0% | 16%
O=C(NCCCN1CCCC1=O)C1CCN(S(=O)(=O)c2ccccc2)CC1 | 5% | -1% | -1% | 17% | 4 | 3% | 11% | -3% | . | -2% | 3%
O=C(COc1cccc2cccnc12)NNC(=S)Nc1ccccc1 | 6% | . | -3% | 0% | 20 | -3% | 2% | 28% | . | . | .
COc1ccc(-c2cc(-c3ccc(F)cc3)nc(N3CCN(C)CC3)n2)cc1 | -1% | 21% | 5% | ? | 17 | 3% | -21% | 8% | 2% | 0% | 14%
CCOC(=O)c1c(C)[nH]c(C(=O)NCCN2CCOCC2)c1C | -3% | -2% | -1% | 0% | -7 | -1% | 0% | 2% | 3% | -1% | 11%
CC(=O)N1c2ccc(S(=O)(=O)N3CCCC(C(=O)N4CCCCC4)C3)cc2CC1C (configuration not stated) | -3% | -1% | 3% | -11% | -5 | 9% | -4% | 7% | 15% | 0% | 4%
Cc1ccc2cc(CCNC(=O)Cc3cccs3)c(=O)[nH]c2c1 | 3% | -2% | 3% | 8% | -1 | 0% | -1% | -1% | 0% | -3% | -1%
Oc1[nH]c2ccccc2c1N=NC(=S)NCCc1ccccc1 | 2% | ? | -2% | -29% | 9 | ? | -20% | ? | 2%[46.1 µM] | -7% | -31%
CCOC(=O)c1c(Nc2nc(C)c(C(=O)NC)s2)sc(C)c1C | -5% | 228%[activator] | 6% | -16% | -2 | -8% | -28% | -1% | -2% | -3% | 7%
COc1cc(C(C(=O)NCC2CCCO2)N(C(=O)Cn2nnc3ccccc32)c2ccc(OC)c(OC)c2)ccc1O (configuration not stated) | -1% | 0% | 1% | 21% | -7 | 1% | 1% | 1% | 2% | -2% | 5%
COCCNC(=O)Cc1ccc(F)cc1 | 0% | 6% | 6% | 2% | -4 | 0% | -1% | -7% | -7%[46.1 µM] | 0% | 27%
O=c1c2cc(N3CCOCC3)ccc2[nH]c(=S)n1CC1CCCO1 (configuration not stated) | 1% | 8% | 4% | 0% | -6 | ? | -17% | -3% | 0% | -8% | 13%
CN(C)S(=O)(=O)c1ccc(NCC2COc3ccccc3O2)c([N+](=O)[O-])c1 (configuration not stated) | -7% | -26% | 0% | ? | -6 | -2% | -1% | -4% | -4%[46.1 µM] | 0% | 9%
O=C(O)C1CC(c2ccccc2)=NO1 (configuration not stated) | -6% | 0% | 3% | 28% | 9 | 4% | -19% | -1% | 0% | 1% | 20%
Cn1c(SCc2ccccc2Cl)nc(C(F)(F)F)cc1=O | -2% | -5% | -1% | 14% | 10 | 1% | 1% | 6% | -3% | -6% | 12%
CC(NC(N)=O)C(=O)Nc1ccc(Cl)c(S(=O)(=O)Nc2ccc(Cl)cc2)c1 (configuration not stated) | -1% | -5% | 6% | -1% | 2 | 7% | -5% | 2% | -1% | -2% | -1%
CC(Oc1ccc(-c2ccccc2)c(F)c1)c1ccn(S(=O)(=O)c2ccc(Br)cc2)n1 (configuration not stated) | 4% | 1% | 5% | ? | -3 | ? | 0% | 3% | 0% | -2% | -21%
COc1ccc(NC(=S)N2CCC(NC(=O)C3CCCCC3)CC2)cc1 | 2% | 8% | 5% | 2% | 10 | ? | -11% | 4% | 7% | -7% | 5%
O=C(NCCCN1CCCC1=O)C1CCN(S(=O)(=O)c2cc(C(F)(F)F)ccc2Cl)CC1 | 2% | -4% | 13% | 10% | -1 | ? | -5% | 4% | 8% | -5% | -23%
CC(C)CC(C(=O)O)N(Cc1ccccc1)Cc1ccccc1 (configuration not stated) | 3% | -1% | . | -6% | 8 | -5% | -13% | -2% | 3%[46.1 µM] | -3% | 5%
COc1ccc(C(=O)/C(=C\N(C)C)n2nc(C)cc2C)cc1 | 0% | -4% | 4% | 30% | -5 | 3% | -8% | 1% | -4% | -1% | -37%
O=C(Nc1nnc(-c2ccco2)o1)c1cccc(N2C(=O)CCC2=O)c1 | 4% | 8% | 5% | ? | 8 | -19% | -2% | 4% | -4% | -4% | 6%
CCCCN(CC)CCCNC(=O)c1csc2c1CCCCC2 | -1% | 3% | 0% | 9% | 30 | 7% | 12% | -5% | 0% | -6% | -7%
Cc1cc(C(=O)COc2cccc(-n3cnnn3)c2)c(C)n1-c1ccccc1 | 0% | -6% | -8% | ? | -25 | 0% | -35% | 13% | -37% | 1% | -45%[inhibitor]

Three entries out of the list above, ordered by their value in BCR signal inh, smallest number first.
mol	S-ASM inh	TSHR antagonist	BCR signal inh	Eya2 phos inh	TCR activator	PTAP TSG101 blk	a7 integrin act
O=C(COc1cccc2cccnc12)NNC(=S)Nc1ccccc1	.	20	-3%	2%	.	.	.
Cc1cc(C(=O)COc2cccc(-n3cnnn3)c2)c(C)n1-c1ccccc1	-6%	-25	0%	-35%	-37%	1%	-45%[inhibitor]
CC(=O)N1c2ccc(S(=O)(=O)N3CCCC(C(=O)N4CCCCC4)C3)cc2CC1C (configuration not stated)	-1%	-5	9%	-4%	15%	0%	4%

Continuation.
SMILES | Tb PFK block | S-ASM inh | AT treatment | ELG1 repair inh | TSHR antagonist | BCR signal inh | Eya2 phos inh | Mito fusion yeast | TCR activator | PTAP TSG101 blk | a7 integrin act
NS(=O)(=O)c1ccc(NC(=O)COC(=O)CCC2CCCCC2)cc1 | 3% | -7% | -3% | 21% | 1 | -7% | -20% | -6% | 1%[46.1 µM] | -3% | -7%
Cc1cc(N2CCOCC2)n2ncc(-c3ccccc3)c2n1 | -6% | 12% | -3% | ? | -4 | ? | 2% | 4% | 1% | -6% | -8%
Cc1ccc(OCCC(=O)OC(C)C(=O)Nc2ccc(Cl)cn2)cc1 (configuration not stated) | 16% | -4% | 11% | 9% | -7 | -12% | -35% | 1% | 6% | 1% | 27%
COc1ccc2cc(C(c3nnnn3C3CCCC3)N3CCOCC3)c3nnnn3c2c1 (configuration not stated) | -3% | -2% | 5% | 2% | 7 | -5% | 18% | 7% | 11% | 4% | 2%
COC(=O)c1cccc(Nc2nc(-c3cccnc3)nc3ccccc23)c1 | -4% | -1% | 0% | 7.3µM* | -12 | 11% | 7% | 9% | -17% | -3% | ?
CCc1ccc(NC(=O)N(CCCOC(C)C)C2CCN(C(C)=O)CC2)cc1 | 0% | 0% | 2% | 13% | 38 | -1% | 11% | 3% | 6% | -4% | 5%
CC(C)OCCCNC(=O)CN1C(=O)CSc2ccc(S(=O)(=O)N3CCCCC3)cc21 | -8% | 0% | 2% | 7% | 1 | -1%&-1% | -24% | -4% | 0% | -2% | -14%

Of the compounds above, 2 have a CF3 group.
SMILES | Tb PFK block | S-ASM inh | AT treatment | ELG1 repair inh | TSHR antagonist | BCR signal inh | Eya2 phos inh | Mito fusion yeast | TCR activator | PTAP TSG101 blk | a7 integrin act
Cn1c(SCc2ccccc2Cl)nc(C(F)(F)F)cc1=O | -2% | -5% | -1% | 14% | 10 | 1% | 1% | 6% | -3% | -6% | 12%
O=C(NCCCN1CCCC1=O)C1CCN(S(=O)(=O)c2cc(C(F)(F)F)ccc2Cl)CC1 | 2% | -4% | 13% | 10% | -1 | ? | -5% | 4% | 8% | -5% | -23%
